# Assay outcomes deposited in PubChem by National Center for Advancing Translational Sciences (NCATS).
# LmPK inh: qHTS Assay for Inhibitors of Leishmania Mexicana Pyruvate Kinase (LmPK). actives 0.37% (n = 290,000). Q27686. Potency, µM (highest dose often 57.5 µM), for the others: at the highest dose activity change, negative = inhibition, actives largely listed as inhibitors. purified LmPK, Kinase-Glo ATP luminescence, 1 h. AID 1721, 2009
# Target sequence (Q27686 whole entry, looked up): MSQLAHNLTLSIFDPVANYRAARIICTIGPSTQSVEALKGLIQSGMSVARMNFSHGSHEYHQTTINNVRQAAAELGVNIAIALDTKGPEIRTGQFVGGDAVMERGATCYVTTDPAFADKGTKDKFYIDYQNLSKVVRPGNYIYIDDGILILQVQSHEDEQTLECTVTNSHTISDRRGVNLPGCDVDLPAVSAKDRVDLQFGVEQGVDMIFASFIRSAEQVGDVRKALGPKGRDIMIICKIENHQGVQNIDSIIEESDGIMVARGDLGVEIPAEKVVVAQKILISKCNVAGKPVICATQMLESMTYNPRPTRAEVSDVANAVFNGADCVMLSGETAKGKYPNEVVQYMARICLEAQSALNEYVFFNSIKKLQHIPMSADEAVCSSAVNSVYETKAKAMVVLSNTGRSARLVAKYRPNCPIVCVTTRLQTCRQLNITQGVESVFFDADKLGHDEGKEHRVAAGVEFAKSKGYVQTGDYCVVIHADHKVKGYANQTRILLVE
#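 qHTS format; LmPK 0.1 nM; substrates PEP 0.5 mM and ADP 0.1 mM. One-hour room-temperature incubation, then coupled luciferase luminescence; 0.5 nM enzyme wells mark activation.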
# Sm TGR inh: qHTS Assay for the Inhibitors of Schistosoma Mansoni Peroxiredoxins; purified TGR, DTNB reduction, TNB absorbance 405 nm; Potency, µM (series often up to 114 µM), without a hit: at the highest dose activity change, negative = inhibition, actives largely listed as inhibitors; actives 3% (n = 360,000); Schistosoma mansoni thioredoxin glutathione reductase (TGR), Q962Y6; further: nearly all actives have a fitted effect of over 60% in size
#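 First, TGR (20 nM dispensed) and NADPH were mixed with compound. Second, a 15 min room-temperature incubation followed. Third, further NADPH and then DTNB were added to start the reaction. Finally, TNB absorbance was monitored kinetically.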
# Pf growth 48h: Primary qHTS for delayed death inhibitors of the malarial parasite plastid, 48 hour incubation. P. falciparum luciferase growth in erythrocytes, 48 h. Potency, µM (series often up to 28.7 µM), for inactives: at the highest dose activity change, negative = inhibition, hits mostly inhibitors. actives 5.9% (n = 310,000). AID 504832, 2011
#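 Parasite viability was followed by luminescence of a genomically integrated firefly luciferase. Cultures held 0.1% parasitemia at 2% hematocrit (final), incubated under 5% CO2 at 37 C.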
# HCV inh: qHTS Assay for Inhibitors of Hepatitis C Virus (HCV); Potency, µM (series often up to 41.8 µM), without a hit: at the highest dose activity change, negative = inhibition, actives largely listed as inhibitors; actives 3.4% (n = 340,000); Huh7.5.1 HCVcc-Cre infection, luciferase reporter, 44 h
#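 Cells seeded at 1,000/well and cultured 4 h, then compounds added followed by HCVcc-Cre virus (~0.5 moi). After 44 h further culture, luciferase substrate was added, plates held 15 min at room temperature, and luminescence read for 15 sec.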
# Pf growth 96h: Primary qHTS for delayed death inhibitors of the malarial parasite plastid, 96 hour incubation; P. falciparum luciferase reporter growth, 96 h; Potency, µM (titrated, usually from 28.7 µM), for inactives: at the top dose activity change, negative = inhibition, hits mostly inhibitors; AID 504834, 2011; actives 6.9% (n = 320,000)
#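 Luminescence readout: decreased luciferase signal marks inhibited growth of reporter-expressing P. falciparum in infected red cells (2% hematocrit, 0.05% parasitemia final), exposed to compound two generations (96 h, 37 C, 5% CO2).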
# Tb PYK inh: qHTS of Trypanosoma Brucei Inhibitors; TbPYK enzyme, Kinase-Glo Plus ATP luminescence, 45 min; actives 0.12% (n = 410,000); Potency, µM (doses to about 76.8 µM), for the others: at the highest dose activity, negative = inhibition, actives largely listed as inhibitors; further: nearly all actives have a fitted effect of over 50% in size
#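 Activity of T. brucei pyruvate kinase was followed by Kinase-Glo Plus luminescence after the enzyme reacted 45 min at room temperature with 130 uM ADP (final) and substrate. Test compounds were added before ADP at multiple concentrations.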
# Numbers without * were called inactive; ? = inconclusive; / = not tested or not shown; [ ] = remark or other dose. The call rests on the fitted dose curve; in most records, active means well fitted curve in the direction sought with a large enough effect; inconclusive means small, poorly fitted or top-dose-only effect, or another doubt; inactive means no such curve, though single readings can be large; an effect the other way counts as inactive or inconclusive. On the % scale 0 is the no-effect control and ±100 the full control effect; potency means the concentration at half of the fitted maximal effect.
SMILES,LmPK inh,Sm TGR inh,Pf growth 48h,HCV inh,Pf growth 96h,Tb PYK inh
CCOc1ncccc1C(=O)OCC(=O)N1c2ccccc2CC1C (configuration not stated),/,-3%,8%,0%,?,3%
COc1ccc(N=C(C)c2c(O)n(C3CCCCC3)c(=O)[nH]c2=O)c(OC)c1,-2%,-2%,2%,18%,-19%,-4%
CCC(C)(C)n1nnnc1C(c1cc2cc3c(cc2[nH]c1=O)OCO3)N1CCN(C)CC1 (configuration not stated),-2%,-5%,-20%,/,31%[activator],-1%
O=C(c1cc2ccccn2n1)N1CCN(c2cccc(C(F)(F)F)c2)CC1,-4%,67%[activator],5%,4%,9.3µM*,0%
CCOC(=O)C1(Cc2cccc(OC)c2)CCN(Cc2cccc(OCC)c2O)CC1,2%,-2%,-23%,?,-14%,-4%
CCCCn1c(-c2ccccc2)nnc1-c1ccccc1,5%,55%[activator],?,-15%,-2%,8%
CCCS(=O)(=O)NCCc1csc(-c2ccc(OC)c(OC)c2)n1,6%,8%,-5%,?,1%,4%
Cc1ccc2cc(C#N)c(NCCNC(=O)C3CCC3)nc2c1C,-5%,-23%,0%,?,/,-1%
COc1ccc(S(=O)(=O)N2CCOCC2)cc1NC(=O)COc1ccccc1,/,-8%,?,-5%,-1%,-3%
COCc1cc(CN2CCN(CCCc3ccccc3)C(CCO)C2)ccc1OC (configuration not stated),-1%,-12%,?,-19%,15%,-7%
Cc1ccc2c(c1)sc[n+]2Cc1ccccc1,4%,5.6µM*,69%[activator],10µM*,22%,?
CSc1nc2ccc(Br)cc2[nH]1,-1%,/,23%,0%,?,-5%
COC(=O)c1c(C(=O)OC)c2n(c1C)CCS2,1%,-3%,51%[activator],15%,19%,-1%
COC(=O)C(CCSC)NC(=O)/C=C/c1ccc(OC)cc1 (configuration not stated),-12%,5%,-22%,12%,22%,-1%
O=C1Nc2ccccc2/C1=C/c1ccccc1Cl,9%,-19%,-2%[0.00184 µM],?,45%[activator],-3%
Oc1ccc(/C=N/N2CCCCC2)c(O)c1,0%,-11%,59%[activator],3%,33%[activator],-6%
Cc1nn2c(NCCOCCO)c3c(nc2c1-c1ccccc1)CCC3,1%,0%,45%[activator],-29%,?,-2%
CCOc1ccc(N2CC(C(=O)Nc3ccccc3C(=O)N3CCOCC3)CC2=O)cc1 (configuration not stated),-6%,0%,0%,-14%,33%[activator],0%
Cn1c(=O)[nH]c(=O)c2c1ncn2CCCc1ccccc1,0%,0%,15%,9%,/,3%
CCCn1c(O)c(CN2CCCCC2)c(C)c(C#N)c1=O,0%,-29%,22%,9%,?,-2%
COc1cccc(NC(=O)Cn2nnc(C(=O)Nc3cc(Cl)ccc3OC)c2N)c1,-1%,7%,33%[activator],-6%,?,0%
COc1ccccc1NS(=O)(=O)c1c(C)[nH]c(C)c1C(=O)N1CCCC1,-1%,1%,10%,6%,-18%,-3%
Cc1nc(CCNC(=O)CC2C(=O)NCCN2Cc2ccccc2F)sc1C (configuration not stated),-2%,-30%,7%,11%,3%,-6%
COc1ccc(CNc2ccc(S(N)(=O)=O)cc2)c(OC)c1OC,-1%,-6%,-2%,8%,-3%[5.75 µM],-4%
CCOc1ccc(-c2cc(N)n(S(=O)(=O)c3ccc(OC)c(OC)c3)n2)cc1,0%,8%,/,22µM*,?,-4%

# 2 entries drawn at random from those above, as already listed:
SMILES,LmPK inh,Sm TGR inh,Pf growth 48h,HCV inh,Pf growth 96h,Tb PYK inh
CCC(C)(C)n1nnnc1C(c1cc2cc3c(cc2[nH]c1=O)OCO3)N1CCN(C)CC1 (configuration not stated),-2%,-5%,-20%,/,31%[activator],-1%
CCOc1ncccc1C(=O)OCC(=O)N1c2ccccc2CC1C (configuration not stated),/,-3%,8%,0%,?,3%

# Next records.
SMILES,LmPK inh,Sm TGR inh,Pf growth 48h,HCV inh,Pf growth 96h,Tb PYK inh
COC(=O)C1=NN[C@H](C(=O)OC(C)(C)C)[C@H]1c1ccccc1,-1%,?,-19%,16%,-11%,0%
COc1ccc(N2C(=O)CC(N3CCC(O)(c4ccc(Br)cc4)CC3)C2=O)cc1 (configuration not stated),-1%,?,9%,2%,55%[activator],2%
COc1ccc(-n2c(SC(C)C(=O)Nc3ncc(Cl)cc3Cl)nc3ccccc32)cc1 (configuration not stated),-6%,-20%,10µM*,?,?,1%
CCCCCn1nc(C(=O)OCc2nnc(-c3ccccc3)o2)c2ccccc2c1=O,/,1%,-17%,8%,26%,-5%
CCOC(=O)c1c(NC(=O)COC(=O)Cn2cnc3ccccc32)sc2c1CCC(C)C2 (configuration not stated),3%,-5%,7%,?,39%[activator],1%
Cc1cc(-c2ccco2)c(C#N)c2nc3ccccc3n12,-10%,28µM*,14%,?,154%[activator],1%
COc1ccc(/C(C)=N/NC(=S)NCc2ccco2)cc1,3%,3%,10%,-6%,0%,-8%
CC1CC(C)(C)N(C(=O)CSc2ccc(-c3ccc(F)cc3)nn2)c2ccccc21 (configuration not stated),1%,4%,-3%,-3%,?,-4%
O=C(/C=C/c1ccccc1)NC(=S)N1C[C@H]2C[C@H](C1)c1cccc(=O)n1C2,-1%,-5%,9%,20%,-14%,-11%
O=C(Nc1sc2c(c1C(=O)O)CCC2)C(=O)N1CCOCC1,1%,-1%,26%,?,?,-3%
O=S1(=O)CCN(OCc2ccc(Cl)cc2)CC1,-2%,-3%,?,8%,-3%,-2%
Cc1cc(NC(=O)COC(=O)c2c(C)nn(Cc3ccccc3)c2C)no1,1%,9%,/,4%,?,0%
CCN(CC)S(=O)(=O)c1cccc(C(=O)NC(C)C(c2cccs2)N2CCCC2)c1 (configuration not stated),-1%,-20%,-23%,-4%,-24%,-2%
O=C(NNC(=O)c1ccccc1O)c1ccc(NS(=O)(=O)c2ccc(F)c(F)c2)cc1,/,3%,-5%,?,14%,1%
COc1cc(/C=C/C(=O)c2c(O)ccc3c(C)cc(=O)oc23)ccc1O,-2%,-29%,?,-22%,?,-2%
COc1ccc(S(=O)(=O)N2CCCCC2)cc1NC(=O)c1ccc(CS(C)(=O)=O)cc1,/,-21%,?,-3%,-44%,-18%
COc1ccc(CNC(=O)CSc2nnnn2Cc2ccccc2)cc1,1%,-2%,-1%,?,101%[activator],1%
CC(=O)Oc1cc2oc(=O)cc(C)c2cc1OC(C)=O,10%,?,-5%,?,?,5%
COc1cc(-c2nc3ccccn3c2/N=C/c2cc(OC)c(O)cc2Cl)ccc1O,6%,25µM*,7%,-6%,9%,-9%
Cc1cc(C)nc(SCCn2c(N3CCOCC3)nc3c2c(=O)[nH]c(=O)n3C)n1,-4%,2%,11%,11%,?,-1%
C=CCNCCOCCOc1ccc(C)cc1Br,-1%,-6%,80%[activator],?,3%,39%[activator]
COc1ccc(-c2csc(NC(=O)C3CCCCN3S(=O)(=O)c3ccccc3)n2)cc1 (configuration not stated),-1%,4%,?,?,7.4µM*,-9%
Cc1ccc(NC(=O)Nc2cccs2)c(Cl)c1,3%,5%,84%[activator],?,224%[activator],-6%
CC(=O)c1ccc(OCCN2CCOCC2)cc1,0%,-20%,/,17%,32%[activator],5%
CC1CCN(S(=O)(=O)N2CCC(C(=O)NCCC3=CCCCC3)CC2)CC1,-1%,-2%,7%,-25%,-97%,-1%
# Additional entries follow.
SMILES,LmPK inh,Sm TGR inh,Pf growth 48h,HCV inh,Pf growth 96h,Tb PYK inh
O=C(CCCc1c[nH]c2ccccc12)NCc1cccs1,0%,2%,11%,-15%,15%,0%
c1ccc(SCCc2ccncc2)cc1,-12%,1%,41%[activator],?,30%[activator],-6%
O=c1cc(-c2ccccc2)cc(-c2ccccc2)n1CCO,/,2%,-21%,7%,-22%,1%
O=C1CC(NN2CCCCC2)C(=O)N1c1ccccc1 (configuration not stated),-5%,-27%[57.1 µM],34%[activator],26%,107%[activator],0%
CC(C)c1cc(Br)ccc1OCCCN1C(=O)NC(C)(C)C1=O,-1%,-14%,/,13µM*,12%,3%
Brc1csc(C=Nc2ccc3c(c2)OCCOCCOCCOCCO3)c1,-2%,-5%,14%,43%[activator],34%[activator],4%
Cc1ccc(NC(=S)N2CCN(Cc3ccccc3)CC2)cc1,-1%,-10%,18%,-13%,37%[activator],-18%
C=CCNc1nc(Cl)ncc1F,-1%,4%,10%,13%,45%[activator],3%
COc1ccc(C(=O)NCCS(=O)(=O)NCCc2ccccc2)cc1,/,-6%,87%[activator],-3%,128%[activator],1%
O=C(CSc1nnc(NC(=O)c2cccc(F)c2)s1)NC1CCCC1,1%,62%[activator],28%,3%,?,0%
O=C(Nc1nnc(C2CC2)s1)c1cccs1,-25%,-3%,110%[activator],9%,?,-3%
C=CCc1cc(/C=C2/NC(=O)N(CC)C2=O)cc(OCC)c1OCc1ccc(C(=O)O)cc1,-1%,-10%,-17%,?,?,-4%
Nn1c(SCC(=O)Nc2ccc3c(c2)OCCO3)nnc1-c1ccccn1,-2%,7%,-3%,27%,1%,-2%
Brc1ccc2[nH]cc(/C=N/N3CCCCC3)c2c1,1%,-12%,14%,?,8%,-14%

# Molecules from the list above that have a halogen:
SMILES,LmPK inh,Sm TGR inh,Pf growth 48h,HCV inh,Pf growth 96h,Tb PYK inh
O=C(c1cc2ccccn2n1)N1CCN(c2cccc(C(F)(F)F)c2)CC1,-4%,67%[activator],5%,4%,9.3µM*,0%
CSc1nc2ccc(Br)cc2[nH]1,-1%,/,23%,0%,?,-5%
O=C1Nc2ccccc2/C1=C/c1ccccc1Cl,9%,-19%,-2%[0.00184 µM],?,45%[activator],-3%
COc1cccc(NC(=O)Cn2nnc(C(=O)Nc3cc(Cl)ccc3OC)c2N)c1,-1%,7%,33%[activator],-6%,?,0%
Cc1nc(CCNC(=O)CC2C(=O)NCCN2Cc2ccccc2F)sc1C (configuration not stated),-2%,-30%,7%,11%,3%,-6%
COc1ccc(N2C(=O)CC(N3CCC(O)(c4ccc(Br)cc4)CC3)C2=O)cc1 (configuration not stated),-1%,?,9%,2%,55%[activator],2%
COc1ccc(-n2c(SC(C)C(=O)Nc3ncc(Cl)cc3Cl)nc3ccccc32)cc1 (configuration not stated),-6%,-20%,10µM*,?,?,1%
CC1CC(C)(C)N(C(=O)CSc2ccc(-c3ccc(F)cc3)nn2)c2ccccc21 (configuration not stated),1%,4%,-3%,-3%,?,-4%
O=S1(=O)CCN(OCc2ccc(Cl)cc2)CC1,-2%,-3%,?,8%,-3%,-2%
O=C(NNC(=O)c1ccccc1O)c1ccc(NS(=O)(=O)c2ccc(F)c(F)c2)cc1,/,3%,-5%,?,14%,1%
COc1cc(-c2nc3ccccn3c2/N=C/c2cc(OC)c(O)cc2Cl)ccc1O,6%,25µM*,7%,-6%,9%,-9%
C=CCNCCOCCOc1ccc(C)cc1Br,-1%,-6%,80%[activator],?,3%,39%[activator]
Cc1ccc(NC(=O)Nc2cccs2)c(Cl)c1,3%,5%,84%[activator],?,224%[activator],-6%
CC(C)c1cc(Br)ccc1OCCCN1C(=O)NC(C)(C)C1=O,-1%,-14%,/,13µM*,12%,3%
Brc1csc(C=Nc2ccc3c(c2)OCCOCCOCCOCCO3)c1,-2%,-5%,14%,43%[activator],34%[activator],4%
C=CCNc1nc(Cl)ncc1F,-1%,4%,10%,13%,45%[activator],3%
O=C(CSc1nnc(NC(=O)c2cccc(F)c2)s1)NC1CCCC1,1%,62%[activator],28%,3%,?,0%
Brc1ccc2[nH]cc(/C=N/N3CCCCC3)c2c1,1%,-12%,14%,?,8%,-14%

# Compounds were not picked by outcome, and some 16% of all compounds hit somewhere here.
